# Screens: PubChem, several laboratories
# SARS 3CLpro inh: SARS-CoV 3CLpro protease inhibitors, primary screen, biochemical, quenched FRET. Replicase polyprotein 1ab (Severe acute respiratory syndrome coronavirus), P0C6X7. recombinant SARS-CoV 3CLpro, quenched FRET peptide cleavage. inhibition, % at 6 µM. 290,000 tested, 0.14% active; in the data active = inhibition above about 12%
# Rv3671c protease: Rv3671c serine protease inhibitors, primary screen, biochemical, fluorescence polarization, M. tuberculosis H37Rv; P9WHR9; inhibition, % at 5.96 µM; 320,000 tested, 0.048% active; AID 2606, 2010; in the data active = inhibition above about 38%;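 note: extracellular domain of Rv3671c used as enzyme; 0% = enzyme with DMSO and 100% = no enzyme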
# Target sequence (P9WHR9 whole entry, looked up, the tested form may be a part): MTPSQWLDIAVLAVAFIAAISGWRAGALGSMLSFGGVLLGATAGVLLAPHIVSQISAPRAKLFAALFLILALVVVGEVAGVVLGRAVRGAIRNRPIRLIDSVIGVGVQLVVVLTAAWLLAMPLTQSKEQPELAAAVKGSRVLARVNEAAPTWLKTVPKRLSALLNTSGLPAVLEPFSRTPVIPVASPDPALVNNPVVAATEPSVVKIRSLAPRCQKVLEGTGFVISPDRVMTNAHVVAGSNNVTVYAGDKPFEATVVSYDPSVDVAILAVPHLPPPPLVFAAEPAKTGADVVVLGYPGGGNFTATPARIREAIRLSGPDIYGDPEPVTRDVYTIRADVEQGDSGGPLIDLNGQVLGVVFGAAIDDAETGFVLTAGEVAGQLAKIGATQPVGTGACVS
# PriA SSB inh: inhibitors of Klebsiella pneumoniae PriA binding to SSB C-terminal tail, primary screen, biochemical, AlphaScreen; PriA–SSB C-terminal tail interaction (Klebsiella pneumoniae); AlphaScreen SSBct-PriA binding, biotinylated peptide; inhibition, % at 33 µM; 430,000 tested, 0.6% active; in the data active = inhibition mostly above about 37%, no sharp cut-off; inactive = mostly below about 20%;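 note: plate controls were negative control peptide for no effect and reference peptide for full effect; strong numbers were not always called active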
# MazEF act: activators of E. coli MazEF toxin-antitoxin RNase, primary screen, biochemical, fluorescence, uHTS | Endoribonuclease toxin MazF (Escherichia coli (strain K12)), P0AE70 | FAM/BHQ RNA-DNA oligo cleavage fluorescence, 5 h | activation, % at 20 µM | 350,000 tested, 0.32% active | AID 504720, 2011; in the data active = activation above about 50%
# Target sequence (P0AE70 whole entry, looked up): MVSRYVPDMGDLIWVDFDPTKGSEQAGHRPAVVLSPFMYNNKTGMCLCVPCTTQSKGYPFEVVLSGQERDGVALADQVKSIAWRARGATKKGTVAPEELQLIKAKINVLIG
# GDH-TPI inh: GDH-TPI coupling enzyme inhibitors, primary screen, artefact control for M. tuberculosis FBA inhibitor project, biochemical, absorbance, full deck; GDH-TPI coupled enzyme counterscreen, NADH absorbance; inhibition, % at 4.8 µM; 360,000 tested, 1.2% active; AID 588335, 2011; in the data active = inhibition above about 30%;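 note: 0% = DMSO wells and 100% = wells lacking the enzyme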
# Mtb BioA inh: M. tuberculosis BioA enzyme inhibitors, primary screen, biochemical, plate reader, single point, HTS; 7,8-diaminopelargonic acid synthase BioA (Mycobacterium tuberculosis); purified M. tuberculosis BioA enzyme; inhibition, % at 9.99 µM; 360,000 tested, 0.096% active; AID 602481, 2012; in the data active = inhibition above about 40%
# UGM FP inh: M. tuberculosis UGM enzyme inhibitors, primary screen, biochemical, fluorescence polarization, single point; UDP-galactopyranose mutase (Mycobacterium tuberculosis (strain ATCC 25618 / H37Rv)), …; inhibition, % at 10 µM; purified UGM, fluorescence polarization probe displacement; 320,000 tested, 0.06% active; in the data active = inhibition above about 10%, passing the limit was not always enough
# BH1578 lux ind: inducers of Vibrio cholerae quorum light production without autoinducers, primary screen, BH1578 luxS cqsA deficient, single point | 350,000 tested, 0.16% active | V. cholerae BH1578 lux reporter, luminescence, 6 h | AID 588436, 2011 | activation, % at 18.7 µM; in the data active = activation mostly above about 9.7%, no sharp cut-off; note: not every result past the cut was called active; inactives centre near 0; reference of the scale not given here
# FBA Mtb inh: Mtb FBA enzyme inhibitors, primary screen, biochemical, fluorescence, strain H37Rv; Fructose-bisphosphate aldolase (Mycobacterium tuberculosis (strain ATCC 25618 / H37Rv)), …; purified M. tuberculosis FBA, fluorescence read-out; inhibition, % at 1 µM; 360,000 tested, 2.3% active; in the data active = inhibition above about 27%;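 note: 0% = vehicle and 100% = reference inhibitor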
# Target sequence (P9WQA3 whole entry, looked up): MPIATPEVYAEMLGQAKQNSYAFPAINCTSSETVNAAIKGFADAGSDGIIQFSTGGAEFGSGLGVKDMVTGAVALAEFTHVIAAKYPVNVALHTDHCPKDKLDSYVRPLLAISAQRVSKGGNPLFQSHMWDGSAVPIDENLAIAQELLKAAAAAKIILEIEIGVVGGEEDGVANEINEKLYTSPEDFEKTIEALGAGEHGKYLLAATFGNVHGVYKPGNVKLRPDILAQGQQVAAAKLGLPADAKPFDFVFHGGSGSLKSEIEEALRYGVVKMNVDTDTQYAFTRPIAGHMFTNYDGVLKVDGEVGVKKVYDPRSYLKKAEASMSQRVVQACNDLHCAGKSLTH
# VHR inh abs: VHR1 phosphatase inhibitors, primary screen, biochemical, absorbance, uHTS. recombinant VHR phosphatase, pNPP absorbance. inhibition, % at 13.3 µM. 290,000 tested, 0.52% active. AID 1654, 2009; in the data active = inhibition above about 50%; note: some compounds called inactive have numbers as strong as hits
# Target sequence (P51452 whole entry, looked up): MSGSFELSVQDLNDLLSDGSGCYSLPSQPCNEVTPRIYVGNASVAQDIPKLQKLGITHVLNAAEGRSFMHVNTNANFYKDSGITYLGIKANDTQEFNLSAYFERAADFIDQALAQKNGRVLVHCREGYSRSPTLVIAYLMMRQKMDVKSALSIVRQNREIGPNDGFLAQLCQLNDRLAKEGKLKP
# Starred values were filed as active, the others as inactive; i = inactive; . = no result given; & = joins results of further samples.
# Screens in order – SARS 3CLpro inh, Rv3671c protease, PriA SSB inh, MazEF act, GDH-TPI inh, Mtb BioA inh, UGM FP inh, BH1578 lux ind, FBA Mtb inh, VHR inh abs
1	COc1ccc(C(=O)Nc2c3c(nn2-c2ccc(Cl)cc2)CS(=O)(=O)C3)cc1
 : 7, -1, -1, 7, 8, -0.2, 0.3, -0.3, -1, 2
2	Cc1ccccc1-n1nnnc1SCC(=O)Nc1ccc(S(=O)(=O)N2CCCC2)cc1
 : 1, -22, -13, -2, -4, -1.5, 3.1, -7.7, -1, 6
3	O=C(COc1ccccc1)Nc1ccc2c(c1)nc1n2CCSC1
 : -8, -6, -9, 6, -1, 10.0, 2.9, 5.0, -2, 17
4	CCc1ccc2[nH]c(=O)c(C(c3nnnn3CCOC)N3CCN(c4ccc(F)cc4)CC3)cc2c1 (centres undefined)
 : -3, 6, -4, -16, 11, 1.2, 0.6, -0.7, 7, -13
5	O=C(Nc1ccc(Br)cc1)/C(=C/c1cccc([N+](=O)[O-])c1)NC(=O)C1CCCCC1
 : 3, 0, -12, 3, 18, 0.1, -0.2, i, 1, 24
6	Cc1ccc(NC(=O)CSCC(=O)NNC(=O)c2nn(C)c(=O)c3ccccc23)cc1
 : ., 5, -1, 4, -2, -0.5, 0.6, i, 0, .
7	Cc1ccccc1C(=O)Nc1cccc(NC(=O)c2cccnc2)c1
 : -3, -5, -11, 4, 2, 22, -0.2, 0.4, 3, 12
8	O=C1C(SC(F)(F)C(F)F)=C(C(F)(F)F)OC2C3C=CC(C3)C12 (centres undefined)
 : -1, -4, -10, 7, -3, 0.1, 0.4, -0.3, 0, -2
9	Cn1cccc1C(=O)NC(=O)COC(=O)c1ccccc1Sc1ccccc1C#N
 : -2, -22, -1, -1, 3, -1.8, 2.0, -0.8, -1, 5
10	Cc1ccc(NC(=O)c2ccccc2NS(=O)(=O)c2ccc(F)cc2)cc1S(=O)(=O)N1CCCCC1
 : 0, -74, 5, 1, 6, ., 1.5, -0.4, 14, -5
11	CCCn1nc2cc(C(=O)NCc3ccc4c(c3)OCO4)ccc2c1OCC
 : -4, -5, 5, 5, 1, -0.4, -0.3, -0.3, 62*, 6
12	O=C(O)CSC1CC(=O)N(c2ccc(Br)cc2)C1=O (centres undefined)
 : -1, -3, 2, -37, 12, 0.4, 0.5, 1.9, 3, -8
13	O=C(NC1=NCCS1)c1cc(Cl)ccc1Cl
 : 0, -5, 3, 4, 6, -1.2, 2.6, i, -2, 33
14	Cc1ccc(S(=O)(=O)NC(=O)Nc2nnc(C3CC3)s2)cc1
 : 2, -3, -6, 1, 9, -9.1, 0.6, i, 0, 9
15	COC(=O)c1nn(-c2nc(-c3cccc(OC)c3)cc(C(F)(F)F)n2)cc1[N+](=O)[O-]
 : 4, 7, -19, 10, 4, ., 1.5, i, 1, 0

# The results go on.
# Screens in order – SARS 3CLpro inh, Rv3671c protease, PriA SSB inh, MazEF act, GDH-TPI inh, Mtb BioA inh, UGM FP inh, BH1578 lux ind, FBA Mtb inh, VHR inh abs
16	CC1(C)Cc2ccccc2C(/C(=N/O)C(N)=O)=N1
 : 2, 10, ., -21, 6, 0.1, 0.1, i, 1, 26
17	Cc1ccc(S(=O)(=O)NNC(=O)Nc2cccc(C)c2C)c(C)c1
 : -3, -2, -14, 1, 1, 1.4, 0.6, i, -1, 23
18	Cc1ccccc1C(=O)OCc1nnc(-c2ccc(Cl)cc2)o1
 : 4, 1, -7, -8, -3, ., 3.7, i, 3, 6
19	Cc1ccc(NC(CC(=O)c2ccccc2)C(=O)O)cc1Cl (centres undefined)
 : 4, 7, 4, 9, 14, -4.2, 0.8, -0.5, 1, 30
20	CC1CCN(C(=O)CN(C)S(=O)(=O)c2cccc3nsnc23)CC1
 : 4, 2, -6, 8, 2, 0.7, 0.4, 5.9, 3, 13
21	COc1ccccc1-n1c(SCC(=O)O)nnc1-c1ccc(S(=O)(=O)N2CCCCC2)cc1
 : -1, 7, -10, -7, 10, -0.4, ., -0.6, 4, 16
22	COc1ccc2[nH]c3c(c2c1)CCN1C(=O)C(CC(=O)NC(C)(C)C)C[C@H](C(=O)N2CCCCC2)[C@@]31C (some centres undefined)
 : ., ., 5, 5, 4, 0.6, ., i, 5, .
23	Cc1nnc(SCCn2c(N3CC(C)CC(C)C3)nc3c2c(=O)n(C)c(=O)n3C)s1 (centres undefined)
 : -3, ., -5, 11, -2, -0.6, ., -0.2, 0, 2
24	O=C(NN1C(=O)NC2(CCCCC2)C1=O)c1ccc(-c2ccc(Cl)cc2)o1
 : ., -9, 3, 5, 8, 0.5, 1.6, -0.5, 35*, .
25	COc1cc(NC(=O)c2ncn[nH]2)cc(OC)c1OC
 : 0, ., -9, 5, -2, -0.1, ., 0.0, 2, 9
26	CCN(CC)C(=O)c1cccc(-c2csc(C(NC(C)=O)c3cccc(OC)c3)n2)c1 (centres undefined)
 : ., ., ., ., 0, -0.1, ., i, 0, .
27	Clc1ccccc1Cn1nnc2c(Nc3ccccc3)ncnc21
 : -1, -6, -11, 4, -8, ., 2.0, -0.6, 5, 29
28	Cc1nc(N2CCOCC2)nc(OC(C)C)c1[N+](=O)[O-]
 : 6, -5, -15, 0, 13, ., 2.2, -2.0, -2, -8
29	COc1cc(NS(=O)(=O)c2ccc(NS(=O)(=O)c3ccccc3)cc2)nc(OC)n1
 : 1, -2, -2, 3, -1, 3.9, 2.2, -4.0, 3, -4
30	Cc1c(Cl)cccc1NC(=S)NC1CCN(Cc2ccccc2)CC1
 : 0, -7, -3, -5, -4, ., -1.2, -0.2, 1, 21

# Additional structures follow.
# Screens in order – SARS 3CLpro inh, Rv3671c protease, PriA SSB inh, MazEF act, GDH-TPI inh, Mtb BioA inh, UGM FP inh, BH1578 lux ind, FBA Mtb inh, VHR inh abs
31	O=C(CS(=O)(=O)c1cn(Cc2ccc(F)cc2)c2ccccc12)N1CCOCC1
 : 6, 14, -9, 2, 7, -1.8, 1.4, -0.2, 4, 12
32	CCCCNC(=O)CCC(=O)Nc1ccc2nc(N3CCC(C)CC3)cc(C)c2c1
 : -1, -12, -1, 9, 9, ., -1.1, -0.5, 68*, 29
33	COc1cc2c(cc1OC)CN(C1CCCN(Cc3cccc(C(C)=O)c3)C1)CC2 (centres undefined)
 : ., ., -8, 0, -5, 1.9, ., -1.6, 3, .
34	CN(C)S(=O)(=O)c1ccc(C(=O)NCCOc2ccccc2)cc1
 : 1, -5, -11&-12, 3, -5, 1.3, 0.5, i, 1, 6
35	NC(=O)c1ccc(-n2nnnc2SCC(=O)Nc2ccccc2-c2ccccc2)cc1
 : 9, -2, -6, 6, 9, 3.8, -1.2, 0.1, -1, -23
36	Cn1c(SCC(=O)NC2CCCCC2)nnc1-c1cc2ccccc2o1
 : -2, -3, 0, -1, 0, 1.9, -0.6, i, -7, 56*
37	Cc1cc(-c2ccccc2)cc(-c2ccccc2)[n+]1C
 : 0, 3, -3, -2, 8, ., -1.3, -0.5, 10, 17
38	CC(C)(C)c1ccc(OCCC(=O)Nc2cccc(S(=O)(=O)N3CCCCC3)c2)cc1
 : 1, -69, -7, 1, -3, ., 2.7, 3.3, 0, -5
39	COc1ccc2[nH]c3c(c2c1)CCN1C(=O)C(CC(=O)NC/C=C(\C)CCC=C(C)C)C[C@H](C(=O)N(C(C)C)C(C)C)[C@@]31C (some centres undefined)
 : ., ., 5, 10, -16, 0.2, ., i, 0, .
40	Cc1ccc(S(=O)(=O)N2CCOCC2)cc1NC(=O)CN1C(=O)NC(C)(c2ccc(Cl)cc2Cl)C1=O (centres undefined)
 : ., -5, -1, 3, 10, 1.9, 3.4, -0.6, -2, .
41	CC(C)N(CCNC(=O)C1CCC(=O)N1Cc1ccc(F)cc1)Cc1ccccc1 (centres undefined)
 : 1, 2, 4, 2, -5, 0.0, -0.7, i, 1, 17
42	O=C(Cc1nn[nH]n1)Nc1cc(Cl)cc(Cl)c1
 : 7, 5, -18, -5, 6, -3.4, 2.3, i, 7, 18
43	COc1ccc(NC(=O)C2=Cc3cccc(OC)c3OC2)cc1
 : 6, 0, -5, 4, 6, ., 1.4, -0.3, -6, 12
44	OC(COc1ccccc1Cl)CN1CCN(CC(O)COc2ccccc2Cl)CC1 (centres undefined)
 : 2, -4, -13, -11, 2, 0.2, 0.9, ., 4, 32
45	COc1ccc(CN2CC(C(=O)NC3CCCCC3)CC2=O)cc1 (centres undefined)
 : 6, 1, -1, 13, 0, 3.7, 0.4, i, 3, 18

# More compounds follow.
# Screens in order – SARS 3CLpro inh, Rv3671c protease, PriA SSB inh, MazEF act, GDH-TPI inh, Mtb BioA inh, UGM FP inh, BH1578 lux ind, FBA Mtb inh, VHR inh abs
46	C[C@@H]1CN([C@@H](C)CO)S(=O)(=O)c2ccc(Br)cc2O[C@H]1CN(C)Cc1ccccc1F
 : ., ., ., 0, -2, 1.5&-4.6, ., i, -6, .
47	O=C(N/C(=C\c1ccco1)C(=O)N1CCCC1)c1ccccc1
 : 0, 3, 1, -36, 6, -2.1, -3.9, -0.3, 2, -15
48	O=C(CSc1nc2ccccc2s1)Nc1ccc2c(c1)oc1ccccc12
 : -5, 4, -4, 4, 2, ., -0.1, -0.1, 1, 2
49	CCCN(Cc1ccccc1)C(=S)NC(=O)c1ccccc1[N+](=O)[O-]
 : 4, 3, -1, 1, 0, ., 2.2, i, 2, 15
50	NS(=O)(=O)OC(CCc1ccccc1)C(Cl)(Cl)Cl (centres undefined)
 : -3, -4, -3, 3, 5, 0.1, 1.7, -0.8, 0, -3
51	CC(=O)NCC(=O)OCc1ccc([N+](=O)[O-])cc1
 : -6, -2, -6, 6, 5, ., -1.9, -0.3, 5, 29
52	O=C(c1cc(-c2ccc(Br)cc2)on1)N1CCCCCC1
 : 1, 0, -16, -1, 1, -1.1, -2.0, -0.3, 0, 14
53	CCCCOc1cccc(NC(=O)CSc2nncn2C)c1
 : 6, 1, -1, 2, -6, -0.5, -4.6, -0.4, -1, 10
54	O=C(Nc1ccccc1N1CCOCC1)c1ccc(N2CCOCC2)c([N+](=O)[O-])c1
 : -1, 4, 3, 9, 9, ., -0.1, i, -5, 20
55	O=C(Nc1cc(C(=O)N2CCN(c3ccccc3O)CC2)ccc1Cl)c1cccs1
 : ., -4, 0, -4, -4, 3.2, -0.5, -2.5, 0, .
56	CC(=O)Nc1ccc(N2CCOCC2)c(Cl)c1
 : 3, -3, -10, -2, 6, -1.2, 2.1, -0.3, -4, 49
57	COc1ccc(CCCc2nnc(SCC(=O)NN)o2)cc1
 : 2, -1, -6, 7, -1, ., -0.2, 0.2, 0, 15
58	COc1ccc(C(=O)Nc2c(N)nc(SCC(=O)N3CCC(C)CC3)[nH]c2=O)cc1
 : 1, 6, -2&10, -1, 0, -0.8, 2.6, -0.3, -2, -4
59	NC(=O)c1ccc(NC(=O)Cc2cccs2)cc1
 : -3, 0, -14, 9, 8, -1.7, 3.3, i, 0, 30
60	CCC(=O)c1cn(CC(=O)Nc2ccccc2)c2ccccc12
 : 5, 5, -11, 4, 16, -1.8, 1.9, i, 3, 16
61	N#CC(c1cccnc1)N1CCOCC1 (centres undefined)
 : -6, -4, 7, 12, -3, 2.0, -0.5, -0.5, 0, 79
62	CCOC(=O)c1ccc(N2CCOCC2)c(NS(=O)(=O)c2ccc(F)cc2)c1
 : -1, 4, -9, 5, 3, 0.7, -0.8, -0.6, -1, -4
63	CCc1ccc(C2=NN(C(C)=O)C(c3ccco3)C2)cc1 (centres undefined)
 : -1, 2, 0, -5, -1, ., 0.7, -0.4, 4, 1

# An excerpt; the hit share may differ from the screen's.
